# Screening results from PubChem.
# Fluorescein fluor: fluorescein region autofluorescence. Compound autofluorescence, 480/540 nm, fluorescein-equivalent; stronger effect = higher value. max fluorescein-equivalent concentration, M. 59,000 compounds, 0.91% hits; in the data active = max fluorescein-equivalent concentration above about 10 nM; inconclusive = between about 1.1 nM and that limit
#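 Compounds were pin-transferred into 100 mM Tris buffer, pH 8.0, and incubated 15 min at room temperature. Fluorescence was read at 480 nm excitation/540 nm emission. Signals were normalized to an on-plate six-point fluorescein standard curve as dye-equivalent concentration.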
# Hsp90 Hop PPI: changes Hsp90-Hop TPR2A binding signal, up or down; 71,000 compounds, 0.44% hits; AID 595; AlphaScreen TPR2A-His6 binding biotin-Hsp90 C-terminal peptide; Potency, µM (titrated, usually from 57 µM), inactives show at the highest dose activity change, negative = inhibition; active = well fitted curve in either direction with a large enough effect; inconclusive = small, poorly fitted or top-dose-only effect, or another doubt; also: potency is read from the fitted curve at half-maximal effect; % is scaled to controls: 0 for no effect and ±100 for the full control effect; many of its hits are not listed in these tables
# ERK AVP inh: inhibitors of vasopressin-stimulated ERK signaling pathway; Potency, µM (highest dose often 57.5 µM), for the others: at the top dose activity, negative = inhibition, actives largely listed as inhibitors; HEK293-V1b, vasopressin-stimulated pERK AlphaScreen; AID 995; 72,000 compounds, 0.99% hits; also: potency is read from the fitted curve at half-maximal effect; % is scaled to controls: 0 for no effect and ±100 for the full control effect; nearly all actives have a fitted effect of over 55% in size
#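 V1b-HEK293 cells; cpd 30 min 37C; 25 nM vasopressin 5 min; lyse 10 min; AlphaScreen beads 5 hr RT. Normalized to DMSO basal and 25 nM vasopressin; AC50 by Hill fit.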
# TexasRed autofl: compound fluoresces in the Texas Red spectral region | 59,000 compounds, 0.06% hits | max dye-equivalent concentration, M | Compound fluorescence, Texas Red channel, 547/618 nm; stronger effect = higher value; in the data active = max dye-equivalent concentration above about 10 nM; inconclusive = between about 1.1 nM and that limit
#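 Dye-equivalent concentrations come from scaling compound signal (ex 547, em 618 nm) to six Texas Red standard concentrations run on every plate, after 15 min room-temperature incubation in pH 8.0 Tris (100 mM).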
# CRE Fsk mod: alters forskolin-stimulated CRE reporter signaling in CHO cells; CHO CRE-bla reporter (cAMP response element driving beta-lactamase), forskolin EC10, beta-lactamase ratio; 71,000 compounds, 2.5% hits; AID 662; Potency, µM (highest dose often 38.2 µM), for the others: top-dose activity change, negative = inhibition, hits mostly activators; active = well fitted activation curve with a large enough effect in the signal ratio, with a control signal flat, not every such curve was filed as active; inconclusive = small, poorly fitted or top-dose-only effect, or effect the other way, or a change in a side signal; the % refers to the signal ratio; also: potency is read from the fitted curve at half-maximal effect; % of control where 0% means no effect
#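 CHO CRE-bla cells, overnight plating in Opti-MEM with 0.5% dialyzed FBS; cpd titration + EC10 NKH 477, 3 h 37 °C; CCF4 2 h RT; ex 405/em 460 vs 530 ratio → %Activity, AC50.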
# UbGFP stabilizer: proteasome inhibitors stabilizing ubiquitin-GFP reporter; Ubiquitin-GFP reporter cells, proteasome inhibition, GFP fluorescence; response scale: untreated = 0%, 10 µM MG-132 = 100%; Potency, µM (titrated, usually from 45.9 µM), for inactives: at the highest dose activation (GFP accumulation), actives largely listed as activators; 67,000 tested, under 10 active; AID 526; active = well fitted activation curve with a large enough effect, not every such curve was filed as active; inconclusive = small, poorly fitted or top-dose-only effect, or another doubt; inactive = no such curve, though single readings can be large or run the other way; also: potency is read from the fitted curve at half-maximal effect
#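 Proteasome block read as GFP accumulation: ubiquitin(G76V)-GFP U2OS cells exposed to compound (2.9 nM–46 uM) for 4 hr at 37 C. Normalization used untreated cells as 0% and 10 uM MG-132 as 100%; concentration-response curves fitted.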
# HBB splicing: hemoglobin beta splicing modulation | HBB splicing reporter cell assay, activation; EGFP reporter with mutant IVS2-654 intron; response scale: normalised to 500 nM splice-correcting PNA | Potency, µM (doses to about 46.1 µM), for inactives: at the top dose activation, actives largely listed as activators | 65,000 compounds, 0.06% hits; also: potency is read from the fitted curve at half-maximal effect; 0% is about no effect
#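 HeLa cells stably expressing EGFP interrupted by mutant beta-globin intron 2 (IVS2-654), 500/well in 2% FCS. Treated with compound for 2 days at 37C. Splicing correction scored as total well GFP intensity (488 nm excitation, 500-520 nm emission); 500 nM antisense PNA served as control.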
# 4-MU autofl: 4-MU region autofluorescence | AID 589 | 59,000 compounds, 11% hits | max dye-equivalent concentration, M | compound autofluorescence, 340/450 nm, 4-MU equivalents; stronger effect = higher value; in the data active = max dye-equivalent concentration above about 10 nM; inconclusive = mostly about 1.1 nM to 9.6 nM
#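 Compounds in 100 mM Tris, pH 8.0, sat 15 min at room temperature before fluorescence was read at 340 nm excitation/450 nm emission; a per-plate six-point 4-MU standard curve converted signals to dye-equivalent concentration at each compound concentration.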
# GFP derepression: epigenetic modulators derepressing GFP locus in mouse cells; AID 597; Potency, µM (series often up to 46.1 µM), without a hit: at the top dose GFP derepression (activation); 68,000 compounds, 0.09% hits; mouse C127i GFP locus derepression, cytometry, 30 h; also: % of control where 0% means no effect
#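 Murine C127i mammary cells carrying a silenced, stably integrated CMV-driven GFP reporter were treated with compound for 30 hours at 37 C. After PBS washes, GFP-positive cells were counted by laser-scanning microplate cytometry.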
# A350 autofl: A350 region autofluorescence. AID 590. max dye-equivalent concentration, M. Compound autofluorescence, 340/450 nm, Alexa 350 dye-equivalents; stronger effect = higher value. 59,000 compounds, 11% hits; in the data active = max dye-equivalent concentration above about 10 nM; inconclusive = mostly about 1.1 nM to 9.6 nM
# Luciferase inh: blocks Photinus pyralis firefly luciferase activity | Potency, µM (titrated, usually from 57.1 µM), for inactives: at the top dose activity change, negative = inhibition, most hits filed as inhibitors | P08659 | AID 411 | 72,000 compounds, 2.2% hits | purified firefly luciferase, luminescence, 8 min; also: potency is read from the fitted curve at half-maximal effect; % is scaled to controls: 0 for no effect and ±100 for the full control effect; nearly all actives have a fitted effect of over 40% in size
# Target sequence (P08659 whole entry, looked up): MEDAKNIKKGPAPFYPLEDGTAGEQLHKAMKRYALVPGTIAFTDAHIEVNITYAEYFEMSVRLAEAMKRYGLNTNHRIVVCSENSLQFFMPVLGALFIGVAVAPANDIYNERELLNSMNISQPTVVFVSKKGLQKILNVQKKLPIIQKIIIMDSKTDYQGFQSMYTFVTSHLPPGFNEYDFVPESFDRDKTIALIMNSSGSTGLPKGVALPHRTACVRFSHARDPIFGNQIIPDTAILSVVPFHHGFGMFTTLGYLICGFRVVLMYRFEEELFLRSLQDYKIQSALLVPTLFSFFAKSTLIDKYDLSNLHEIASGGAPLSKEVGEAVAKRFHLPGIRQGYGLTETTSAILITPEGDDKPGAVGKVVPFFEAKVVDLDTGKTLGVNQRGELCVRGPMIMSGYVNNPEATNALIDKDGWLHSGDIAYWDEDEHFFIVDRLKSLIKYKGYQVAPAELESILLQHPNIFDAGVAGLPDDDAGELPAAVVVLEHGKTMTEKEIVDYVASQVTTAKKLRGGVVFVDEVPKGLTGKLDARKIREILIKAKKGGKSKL
#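 Substrate buffer containing 10 uM ATP (pH 7.2 imidazole, Mg2+, KCl, detergent, BSA) is dispensed, compound pinned in, then luciferase/luciferin detector mix added. After 8 min at ambient temperature, light output is measured.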
# Numbers without * were called inactive; i = inactive; ? = inconclusive; . = not tested or not shown; [ ] = remark or other dose. Unless noted, calls follow the shape of the dose curve; as a rule, active = well fitted curve in the direction sought with a large enough effect; inconclusive = small, poorly fitted or top-dose-only effect, or another doubt; inactive = no such curve, though single readings can be large; an effect the other way counts as inactive or inconclusive. Only part of the results is shown; rates above refer to the full screens.
SMILES,Fluorescein fluor,Hsp90 Hop PPI,ERK AVP inh,TexasRed autofl,CRE Fsk mod,UbGFP stabilizer,HBB splicing,4-MU autofl,GFP derepression,A350 autofl,Luciferase inh
COCCn1c(C)cc(C(=O)COC(=O)CCN2C(=O)c3ccccc3C2=O)c1C,i,-8%,0%,?,5%,1%,-0.3%[57.5 µM],i,-1%,i,-10%
COc1ccccc1C(c1nnnn1CS(=O)(=O)c1ccc(C)cc1)N1CCSCC1 (stereo unspecified),i,-6%,-8%,i,-13%,0%,.,i,0%,i,2%
COc1ccc(S(=O)(=O)Cc2ccc(C(=O)N3CCN(C(=O)c4ccco4)CC3)o2)cc1,.,-2%,-5%,.,0%,-6%,-0.6%,.,-6%,.,1%
CC(C)Cc1nc(N2CCN(C(=O)C(C)C)CC2)c(C#N)c2c1CCC2,i,.,.,i,.,.,.,5.4e-08M*,6%[20.6 µM],6.2e-08M*,2%[25.5 µM]
Cc1cc(C)n(C(=O)c2ccc(S(=O)(=O)NCC3CCCO3)cc2)n1 (stereo unspecified),i,-4%,-4%,i,0%,6%,0.1%,i,-3%,i,-1%
c1csc(CNc2ccnc(-c3ccoc3)n2)c1,i,?,-27%,i,?,2%,-0.8%,i,-3%[9.22 µM],i,-1%[2.29 µM]
CCc1ccc(NC(=O)C(C)Nc2ccc(S(=O)(=O)NC(C)=O)cc2)cc1 (stereo unspecified),i,1%,6%,i,-2%,-3%,0.0%[57.5 µM],i,0%,i,4%
O=S(=O)(c1ccc(NC2CCCc3ccccc32)nc1)N1CCOCC1 (stereo unspecified),?,-2%,-2%,i,-17%,0%,-0.5%,i,2%,i,-1%
COc1cccc(CNC(=O)C2CCN(S(=O)(=O)c3ccc4c(c3)CCC(=O)N4)CC2)c1,.,-4%,-21%,.,-6%,-9%,0.9%,.,-2%,.,1%
CCCOc1ccc(CSC(CC(=O)O)C(=O)O)cc1 (stereo unspecified),?,.,.,i,.,.,.,i,15%[20.6 µM],?,2%[25.5 µM]
CCOC(=O)c1[nH]c(C)c(C(=O)NC)c1C,.,-4%,-6%,.,3%,-9%,0.2%,.,0%,.,-7%
COc1ccccc1N=c1oc2c(OC)cccc2cc1C(=O)NCc1ccco1,?,-3%,-4%,i,0%,-2%,.,i,28%,i,-4%
COc1ccccc1CN1CC[C@@]2(CCCN(C(C)=O)C2)C1,i,-9%,-1%,i,?,-7%,1.6%,i,0%[9.22 µM],i,-1%[11.4 µM]
COc1ccc(CC(=O)OCc2cc3ccccc3[nH]c2=O)cc1,i,?,13%,i,-1%,7%,-2.1%[57.5 µM],i,0%,i,0%
CC1=CC(C)(C)N=C(NC#N)N1,?,-3%,5%,i,7%,-4%,-0.6%[57.5 µM],i,5%,i,3%
CCCc1nc(SCC(=O)N2CCC(Cc3ccccc3)CC2)c2c(=O)n(C)c(=O)n(C)c2n1,.,-4%,.,.,?,-1%,-1.0%,.,.,.,1%
CCCN1C2=C(C(=O)CCC2)C(c2ccc(O)c(Br)c2)C2=C1CCCC2=O,?,-4%,-24%,i,?,2%,3.4%,7.8e-08M*,6%,8.1e-08M*,0%
c1ccc(-c2noc(COc3ccc4c(c3)OCO4)n2)cc1,i,-2%,2%,?,-10%,0%,-2.9%,i,0%,i,-11%
CC(C)(O)P(C)(=O)c1ccccc1 (stereo unspecified),.,-1%,-4%,.,-4%,-1%,0.0%,.,8%,.,3%
Cc1c(S(=O)(=O)O)ccc(N=Nc2c(O)c(C(=O)O)cc3ccccc23)c1Cl,?,-10%[11 µM],7%[11.5 µM],i,-11%[7.6 µM],-5%[9.17 µM],1.9%[9.22 µM],1.1e-08M*,-3%[9.22 µM],1.2e-08M*,-3%[11.4 µM]

# The last 3 entries of the section before are carried over, then new ones follow:
SMILES,Fluorescein fluor,Hsp90 Hop PPI,ERK AVP inh,TexasRed autofl,CRE Fsk mod,UbGFP stabilizer,HBB splicing,4-MU autofl,GFP derepression,A350 autofl,Luciferase inh
c1ccc(-c2noc(COc3ccc4c(c3)OCO4)n2)cc1,i,-2%,2%,?,-10%,0%,-2.9%,i,0%,i,-11%
CC(C)(O)P(C)(=O)c1ccccc1 (stereo unspecified),.,-1%,-4%,.,-4%,-1%,0.0%,.,8%,.,3%
Cc1c(S(=O)(=O)O)ccc(N=Nc2c(O)c(C(=O)O)cc3ccccc23)c1Cl,?,-10%[11 µM],7%[11.5 µM],i,-11%[7.6 µM],-5%[9.17 µM],1.9%[9.22 µM],1.1e-08M*,-3%[9.22 µM],1.2e-08M*,-3%[11.4 µM]
CCOC(=O)c1cnn(-c2nc(C)nc3sc4c(c23)CCC4)c1N,i,1%,-12%,i,1%,-2%,-0.4%[57.5 µM],i,2%,i,0%
Cc1ccc(-c2nc(CS(=O)CC(=O)NCCN(CC(C)C)CC(C)C)c(C)o2)cc1 (stereo unspecified),i,1%,20%,i,-11%,-3%,-1.2%,i,-1%,i,3%
Cn1c(Cn2c(=O)sc3ccccc32)nnc1SCc1ccc(F)cc1,.,-2%,-12%,.,-2%,9%,-0.6%,.,0%,.,1%
O=C(CSc1nc2sc3c(c2c(=O)n1Cc1ccco1)CCC3)N1CCc2ccccc21,?,-5%,-11%,i,-21%,12%,0.4%,i,-3%,i,0%
COc1ccccc1C1c2c(oc3ccc(Cl)cc3c2=O)C(=O)N1c1cc(C)on1 (stereo unspecified),?,-2%,3%,i,7%,-4%,0.2%[1.84 µM],i,-2%,i,2%
CC(=O)[C@H]([C@@H](c1ccccc1)N1CCOCC1)N1CCOCC1,?,-4%[11 µM],13%[11.5 µM],i,-4%[7.6 µM],5%[9.17 µM],-0.5%[9.22 µM],i,-3%[9.22 µM],i,2%[11.4 µM]
COc1cc(C)c(N)cc1C(C)C,i,-6%,-10%,i,-1%,2%,.,i,0%,i,0%
COc1ccc(CN(C(=O)c2oc3ccccc3c2C)C2CCS(=O)(=O)C2)cc1 (stereo unspecified),i,-1%,1%,i,-16%,5%,4.0%[0.369 µM],i,0%,?,1%
Cc1cccc(OCc2nnc(SCC(=O)Nc3sc(C)c(C)c3C#N)n2C)c1,i,-1%,-6%,?,1%,4%,.,i,-3%,i,-1%
COc1cc(S(=O)(=O)NC2CCCC2)ccc1Cl,i,-5%,?,i,-8%,-2%,-0.8%,i,10%,i,3%
Cc1ccnc(NC(=O)CCc2c(C)nc3ncnn3c2C)c1,?,7%,10%,i,?,13%,-1.3%,i,1%,i,-1%
Fc1ccc(Cn2nnnc2CN2CCc3ccccc3C2)cc1,?,7%,31%[activator],i,?,-2%,-7.9%,i,-1%,?,1%
CC[C@H]1CN(C)[C@H]2Cc3c([nH]c4ccccc34)C(=O)C[C@H]1[C@H]2C(=O)OC,i,?,-15%[11.5 µM],i,-1%[7.6 µM],2%[9.17 µM],3.2%[9.22 µM],?,-3%[9.22 µM],?,1%[11.4 µM]
CC(=O)N(c1ccc2oc(=O)sc2c1)S(=O)(=O)c1cccs1,?,-8%,5%,i,-13%,0%,-0.1%[57.5 µM],i,1%,i,-3%
CCN(CC)C(=O)c1ccc(O)c(OC)c1,?,-1%[26 µM],9%,i,-3%[17.1 µM],5%[20.5 µM],1.0%[20.6 µM],i,2%[20.6 µM],i,3%[25.5 µM]
CC(=O)Oc1ccc2occ(C(=O)c3cccs3)c2c1,.,1%,-5%,.,-17%,10%,-3.3%,.,5%,.,?
CC1(C)OC(=O)C(=CNn2cnc3ccccc3c2=O)C(=O)O1,i,2%,4%,i,?,19%,2.3%,i,0%,i,-2%
CC(=O)Oc1ccc(CCC(C)OC(C)=O)cc1 (stereo unspecified),.,1%,17%,.,3%,-4%,0.2%[9.22 µM],.,0%,.,0%
Cc1ccnc(NC(=O)C2CCCN(S(=O)(=O)c3cnc[nH]3)C2)c1 (stereo unspecified),.,-4%,-1%,.,-15%,10%,-1.2%,.,0%,.,1%
Cc1cc(C)n(-c2ccc(C(=O)OCC(=O)Nc3ccc(S(=O)(=O)N4CCOCC4)cc3)cc2)n1,?,-1%,-11%,i,?,-6%,0.6%,i,-2%,i,1%
Cc1cc(Nc2ccc(F)cc2Cl)n2nc(C)nc2n1,.,-2%,?,.,?,-2%,-0.4%,.,11%,.,2%
O=C(C1CCN(S(=O)(=O)c2ccc(Br)s2)CC1)N1CCc2ccccc21,?,1%,5%,?,?,-3%,6.5%[1.84 µM],i,-2%,?,2%
CCCCCCn1c(N2CCC(C)CC2)nc2c1c(=O)[nH]c(=O)n2C,i,-3%,-2%,i,?,-6%,-0.4%,i,8%,?,1%
